Mm-Cpn inhibitor: blocks the Methanococcus maripaludis chaperonin Mm-Cpn | purified Mm-Cpn ATPase, ADP Transcreener TR-FRET | Potency, µM (series often up to 76.9 µM), without a hit: top-dose activity, negative = inhibition, actives largely listed as inhibitors | actives 0.031% (n = 330,000) | AID 504842; note: potency is the fitted concentration of half-maximal effect; % is set by controls: 0 for no effect and ±100 for the full control effect; nearly all actives have a fitted effect of over 80% in size
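ATPase turnover read by TR-FRET ADP competition (Eu cryptate antibody/ADP-d2, 665/590 nm): 10uM ATP final, 25nM Mm-CPN final, 30 min 37degC after 10-min compound preincubation, pH 7.4 Tris/KCl/MgCl2/DTT buffer.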
aSyn yeast inh: alpha-synuclein toxicity inhibition in yeast. Potency, µM (series often up to 46.1 µM), for the others: top-dose growth rescue (activation), most hits filed as activators. actives 0.14% (n = 370,000). Yeast expressing alpha-synuclein, growth rescue, BacTiter-Glo, 24 h; note: potency is the fitted concentration of half-maximal effect; % of control where 0% means no effect; nearly all actives have a fitted effect of over 65% in size
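Screening used galactose-induced yeast with toxic alpha-synuclein levels, exposed to compound for 24 hr at 30 deg C. Cell growth, read with BacTiter-Glo luminescence, gave the measured signal.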
pAkt inh: blocks phosphorylation of Akt; actives 0.32% (n = 360,000); AID 651550; activity change, % for hits at 50 µM; Neuro2A IGF-stimulated pAkt S473 HTRF, 20 min; stronger effect = lower value; in the data active = activity change below about -80%; inconclusive = mostly about -51% to -80%; note: % is set by controls: 0 for no effect and ±100 for the full control effect
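Neuro2A cells (4,500/well, DMEM with 0.5% FBS) were treated with compound at a single 50 µM final concentration, stimulated with 6 nM IGF for 20 min at 37 °C, and lysed. Phospho-Akt Ser473 was read by HTRF as 665/615 ratio ×10^4.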
TDP-43 yeast inh: rescues yeast growth from TDP-43 toxicity; actives 1.8% (n = 410,000); Potency, µM (highest dose often 46.1 µM), without a hit: at the highest dose growth rescue (activation), hits mostly activators; TDP-43 expressing yeast growth rescue, BacTiter-Glo, 24 h; note: potency is the fitted concentration of half-maximal effect; % of control where 0% means no effect; nearly all actives have a fitted effect of over 50% in size
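Luminescence from BacTiter-Glo reports growth of TDP-43-expressing yeast after 24 hr at 30 deg C with compound. Cells were raffinose-pregrown to mid-log, then seeded in galactose medium at OD600=0.02.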
PTHR1 agonist: agonists of human PTHR1 parathyroid hormone receptor; actives 0.075% (n = 410,000); Potency, µM (series often up to 115 µM), for inactives: at the highest dose activation, actives largely listed as activators; Q03431; HEK293 GP2 PTHR1 cells, GloSensor cAMP luminescence, 1 h; note: potency is the fitted concentration of half-maximal effect; nearly all actives have a fitted effect of over 55% in size; some results filed as inactive show a strong effect at the top dose; inactives centre near -15; many of its hits are not listed in these tables
Target sequence (Q03431 whole entry, looked up): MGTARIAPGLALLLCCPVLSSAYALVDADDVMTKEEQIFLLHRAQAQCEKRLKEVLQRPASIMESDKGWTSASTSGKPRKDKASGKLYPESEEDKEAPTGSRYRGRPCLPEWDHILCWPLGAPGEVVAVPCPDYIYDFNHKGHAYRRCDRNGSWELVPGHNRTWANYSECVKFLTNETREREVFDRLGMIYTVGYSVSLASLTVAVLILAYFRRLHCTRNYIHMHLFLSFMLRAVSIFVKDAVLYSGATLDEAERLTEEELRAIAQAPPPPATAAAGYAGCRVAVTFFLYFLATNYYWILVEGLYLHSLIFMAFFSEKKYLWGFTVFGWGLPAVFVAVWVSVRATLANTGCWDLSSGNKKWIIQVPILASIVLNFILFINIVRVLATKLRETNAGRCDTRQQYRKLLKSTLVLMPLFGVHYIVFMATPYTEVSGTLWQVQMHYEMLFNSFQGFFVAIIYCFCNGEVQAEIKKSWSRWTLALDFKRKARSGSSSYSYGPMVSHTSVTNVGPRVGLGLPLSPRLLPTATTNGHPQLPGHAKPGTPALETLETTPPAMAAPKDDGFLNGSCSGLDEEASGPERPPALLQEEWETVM
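HEK-293-derived GP2 cells expressing PTHR1 and a GloSensor cAMP reporter, 3,000/well, plated overnight, given luciferin plus IBMX (each 0.5 mM as added) for 1 h at 37 °C, then compound for 1 h at 37 °C. Luminescence was read after 15 min at room temperature.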
FUS suppressor: FUS proteinopathy suppression in yeast. Potency, µM (series often up to 76.6 µM), for inactives: at the highest dose growth rescue (activation), usual class: activators. AID 1347120. actives 0.24% (n = 390,000). S. cerevisiae FUS-expressing, growth rescue, OD600, 24 h;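 note: potency is the fitted concentration of half-maximal effect; plate controls were DMSO vehicle for no effect and reference control for full effect; nearly all actives have a fitted effect of over 55% in size; some results filed as inactive show a strong effect at the top dose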
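Read-out: OD at 600 nm after 24hr at 30C, reporting rescue of FUS-induced yeast toxicity. Cells at OD 0.005 in galactose (2%) minimal medium; compounds tested in a dilution series; CP55940 titration from 92uM final as control.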
Abeta yeast res: compounds reversing amyloid beta toxicity in yeast; Potency, µM (highest dose often 46.1 µM), for the others: at the top dose growth rescue, actives largely listed as activators; actives 0.063% (n = 410,000); yeast expressing A-beta42, growth rescue, OD600, 48 h; response scale: 0% DMSO, 100% iron-clioquinol control; note: potency is the fitted concentration of half-maximal effect; nearly all actives have a fitted effect of over 55% in size
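Yeast A-beta toxicity model in growth medium with pinned compounds, 48 h at 30 C; growth read as absorbance at 600 nm. Normalized to FeCl3/clioquinol equimolar mix (positive) and DMSO (negative).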
GLP1R inv ag: acts as inverse agonist at human GLP-1 receptor; P43220; HEK293 GLP-1R CRE-luciferase, luminescence, 24 h; GLP-1R form is constitutively active; Potency, µM (series often up to 38.3 µM), for the others: top-dose activity change, negative = inhibition, actives largely listed as inhibitors; actives 1.6% (n = 410,000); note: potency is the fitted concentration of half-maximal effect; % is set by controls: 0 for no effect and ±100 for the full control effect; nearly all actives have a fitted effect of over 55% in size
Target sequence (P43220 whole entry, looked up): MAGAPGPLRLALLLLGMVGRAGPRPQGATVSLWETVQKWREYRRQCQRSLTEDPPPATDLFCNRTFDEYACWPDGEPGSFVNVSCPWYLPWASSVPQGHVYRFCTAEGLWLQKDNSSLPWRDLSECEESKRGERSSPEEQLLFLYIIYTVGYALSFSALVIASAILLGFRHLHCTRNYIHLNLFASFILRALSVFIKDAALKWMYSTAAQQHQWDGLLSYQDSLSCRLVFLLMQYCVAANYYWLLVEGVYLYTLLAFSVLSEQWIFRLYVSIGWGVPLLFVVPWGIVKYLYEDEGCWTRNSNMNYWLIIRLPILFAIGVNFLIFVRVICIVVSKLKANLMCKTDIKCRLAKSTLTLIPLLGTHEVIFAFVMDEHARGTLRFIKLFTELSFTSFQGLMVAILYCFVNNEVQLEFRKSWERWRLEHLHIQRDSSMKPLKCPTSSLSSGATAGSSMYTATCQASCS
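HEK293 cells stably co-expressing constitutively active GLP-1R and a cAMP-responsive luciferase reporter were seeded in DMEM with 10% Nu serum, given compounds after 12 h, and incubated 24 h at 37 deg C. Luminescence was then read.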
GLP1R cytotox: cytotoxicity in counter-screen for GLP-1R inverse agonists. HEK293 cAMP-luciferase reporter cells, luminescence, 24 h. Potency, µM (doses to about 38.3 µM), without a hit: at the top dose activity change, negative = inhibition, usual class: inhibitors. actives 0.13% (n = 410,000);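 note: loss of luciferase light is scored as toxicity; potency is the fitted concentration of half-maximal effect; % is set by controls: 0 for no effect and ±100 for the full control effect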
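MLSMR compounds, 24 hr on cells at 37 deg C/5% CO2; luminescence after luciferase reagent (12 min RT). Inhibition counted as the undesired cytotoxic outcome.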
Starred values were filed as active, the others as inactive; i = inactive; ? = inconclusive; . = not tested or not shown; & = joins results of further samples; [ ] = another dose, or the depositor's remark. Unless noted, calls come from the whole dose curve; as a rule, active = well fitted curve in the direction sought with a large enough effect; inconclusive = small, poorly fitted or top-dose-only effect, or another doubt; inactive = no such curve, though single readings can be large; an effect the other way counts as inactive or inconclusive. A portion of the library; rates above refer to the full screens.

SMILES	Mm-Cpn inhibitor	aSyn yeast inh	pAkt inh	TDP-43 yeast inh	PTHR1 agonist	FUS suppressor	Abeta yeast res	GLP1R inv ag	GLP1R cytotox
CCOc1ccc(NC(=O)C2CC(=O)N=C(N)S2)cc1 (stereo not given)	1%	-16%	i	-2%	i	28%	3%	12%	4%
C[C@@H](O)CNC(=O)c1[nH]cnc1C(=O)Nc1ccc(CNC(=O)OC(C)(C)C)cc1	.	8%	i	14%	-82%[inhibitor]	27%	12%	37%[activator]	-10%
Cc1ccc(NC(=O)c2c(Nc3ccccc3C)sc(C(=O)c3ccccc3)c2N)cc1	.	.	.	-4%	-48%[inhibitor]	16%	-3%	-5%	-9%
CS(=O)(=O)c1ccc(C(=O)NCC(c2ccco2)N2CCCCC2)cc1 (stereo not given)	-1%	1%	i	10%[9.22 µM]	i	1%	-5%	-3%	1%
CC1(C)CC(=O)C2=C(C1)OC(N)=C(C#N)C2Cc1ccccc1 (stereo not given)	0%	-3%	i	-8%	-23%	26%	11%	-35%	-1%
CS(=O)(=O)N(CC(=O)N1CCCC1)c1ccc(F)cc1	.	0%	i	5%	i	-21%	2%	10%	-5%
COc1ccc(C(=O)NCC(=O)N2CCc3ccccc3C2)cc1	2%	1%	i	22%	i	11%	-18%	-2%	4%
CCc1ccc(CNC(=O)c2cnc3sc4cc(OC)ccc4n3c2=O)cc1	.	.	.	0%	0%	-27%	-10%	-5%	-1%
Cc1ccc(C(=O)COc2ccccc2C(=O)Nc2ccccc2)cc1	1%	-7%	i	-21%	i	1%	-8%	7%	-1%
CC(OC(=O)CCc1nc2ccccc2[nH]c1=O)c1ccccc1 (stereo not given)	?	16%	i	0%	i	18%	0%	8%	7%
Cc1oc2ncn(C)c(=O)c2c1C(=O)NCc1ccccc1	.	.	.	12%	i	0%	2%	16%	4%
Cc1ccc(Sc2c(C)nn(C(C)(C)C)c2OC(=O)C(C)(C)C)cc1	.	.	.	7%	-5%	5%	-12%	-12%	1%
O=C(CSC1=NC(=O)C(c2ccccc2)C(=O)N1)Nc1ccccc1Cl (stereo not given)	-1%	-4%	i	-1%	i	-26%	-19%	0%	-10%
CCOc1ccc(Nc2c(S(=O)(=O)c3ccccc3)cnc3ccccc23)cc1	.	.	.	21%	i	43%	15%	?	-28%
Cc1ccc(C)c(OCC(=O)NNC(=O)C2CC2)c1	-1%	-7%	i	0%	i	-8%	-2%	16%	5%
COc1ccc(CNc2nc3c(-c4cccc(F)c4)nnn3c3ccccc23)cc1	.	.	.	15%	-16%	-26%	9%	8%	2%
Clc1cccc(CSc2nnc(-c3ccccn3)n2Cc2ccco2)c1	1%	8%	i	20µM*	i	?	-13%	?	-1%
O=C(Nc1ccccc1F)c1cnc(N2CCCCC2)c2ccccc12	.	.	.	23%	-75%[inhibitor]	14%	-14%	?	28%
O=C(CNC(=O)c1cccc([N+](=O)[O-])c1)NC1CCCc2ccccc21 (stereo not given)	0%	-9%	i	0%	-16%	.	-10%	-21%	-11%
O=C(NC(=S)Nc1ccc(N2CCOCC2)cc1)c1ccco1	3%	0%	i	1%	-10%	.	-7%	-6%	5%
O=C1NC(=O)C(=CC=Cc2ccccc2)S1	.	1%	i	?	-35%[inhibitor]	-14%	-14%	-13%	0%
CC[C@]12C(=O)N(C)C[C@H]([C@@H]3C(=O)N(Cc4ccccc4)C(=O)[C@@H]31)N2C(=O)c1ccc(F)cc1	.	6%	i	23%	-22%	11%	13%	8%	3%
COc1ccc(/C=N/NC(=O)CNC(=O)C2COc3ccccc3O2)cc1OC (stereo not given)	-3%	1%	i	-5%	-1%	16%	0%	78%[activator]	10%
COC(=O)c1ccccc1NC(=O)CSc1nc2ccsc2c(=O)n1CCC(C)C	.	.	.	4%	i	18%	6%	-5%	-14%
CCCCOC(=O)CCc1nc2ccccc2[nH]1	0%	-6%	i	-19%	-4%[57.5 µM]	-26%	-4%	0%	-9%

Retrieved by compound from above, 3 records:
SMILES	Mm-Cpn inhibitor	aSyn yeast inh	pAkt inh	TDP-43 yeast inh	PTHR1 agonist	FUS suppressor	Abeta yeast res	GLP1R inv ag	GLP1R cytotox
CCc1ccc(CNC(=O)c2cnc3sc4cc(OC)ccc4n3c2=O)cc1	.	.	.	0%	0%	-27%	-10%	-5%	-1%
CC(OC(=O)CCc1nc2ccccc2[nH]c1=O)c1ccccc1 (stereo not given)	?	16%	i	0%	i	18%	0%	8%	7%
O=C1NC(=O)C(=CC=Cc2ccccc2)S1	.	1%	i	?	-35%[inhibitor]	-14%	-14%	-13%	0%

Later entries.
SMILES	Mm-Cpn inhibitor	aSyn yeast inh	pAkt inh	TDP-43 yeast inh	PTHR1 agonist	FUS suppressor	Abeta yeast res	GLP1R inv ag	GLP1R cytotox
COc1cc(C(=O)Nc2ccc3c(c2)OCCO3)c(-n2cnnn2)cc1OC	1%	-8%	i	-10%	14%[57.5 µM]	-9%	27%	0%	-11%
CN(C)C(=O)CCc1ccc2c3c([nH]c2c1)[C@]1(C)[C@@H](C(=O)N2CCOCC2)C[C@H](CC(=O)NCc2cccc(C(F)(F)F)c2)C(=O)N1CC3	0%	0%	i	3%	i	22%	-5%	11%	1%
O=C(COC(=O)c1ccc2c(c1)C(=O)N(Cc1ccncc1)C2=O)Nc1cccc2ccccc12	-1%	?	i	0%	-77%[inhibitor]	?	-17%	-10%	0%
CC(=O)N1N=C(c2cccc(Br)c2)OC12CCCC2	-1%	-2%	i	29%	-37%[inhibitor]	2%	-7%	1%	-5%
Cc1cc(C)cc(N(C(=O)C2CCCC2)C2C=CS(=O)(=O)C2)c1 (stereo not given)	0%	0%	i	-16%	-13%[57.5 µM]	21%	11%	-14%	-22%
CCN(CC)S(=O)(=O)c1ccc(NC2c3ncccc3C(=O)N2Cc2ccccc2)cc1 (stereo not given)	-12%	4%	i	-6%	-18%[57.5 µM]	?	-2%	3%	4%
CN(C)S(=O)(=O)c1cccc(C(=O)NCC(=O)NC2CCN(Cc3ccccc3)CC2)c1	0%	-3%	i	-36%[inhibitor]	i	26%	2%	-13%	16%
Cc1cc([N+](=O)[O-])cnc1NC(C)c1ccccc1 (stereo not given)	-1%	-6%	i	?	-12%	-1%	4%	?	-3%
CC(=O)n1cc([C@H]2C=C(C(N)=O)O[C@@H](OCc3ccc(CO)cc3)C2)c2ccccc21	.	-3%	i	8%	i	5%	-4%	0%	0%
CCC(=O)NCc1nc2ccccc2n1Cc1ccccc1F	1%	7%	i	23%	i	20%	3%	-2%	0%
NC(=O)c1nsc(C(=O)N(c2cccc(F)c2)C(C(=O)NCC2CCCO2)c2c[nH]c3ccccc23)c1N (stereo not given)	0%	5%	i	7%	-20%	?	3%	36%[activator]	4%
COc1ccc(CCNC(=O)c2ccco2)cc1OC	-9%	1%	i	-17%	-18%	-19%	-6%	11%	10%
COc1ccccc1NC(=O)CCCCC(=O)Nc1ccccc1OC	2%	-8%	i	3%	4%	16%	21%	-19%	9%
CC(=O)c1ccc(C(=O)N2CCc3c([nH]c4ccccc34)C2c2cccc(C)n2)s1 (stereo not given)	1%	3%	i	?	-17%	?	26%	?	-26%
O=C(Cn1[nH]c(=O)c2ccccc2c1=O)NCCN1C(=O)S/C(=C\c2ccccc2)C1=O	0%	-1%[1.84 µM]	i	4%	-29%	40%	10%	10%	-17%
COc1ccc(-c2nc3ccc(Cl)cn3c2Nc2ccc(C)cc2)cc1	.	.	.	?	i	-10%	6%	?	-4%
Cc1ccc(/C=N/NC(=O)c2c[nH]c3ccccc23)s1	-1%	-11%	i	6%	0%[57.5 µM]	32%	11%	-12%	-1%
COC(=O)c1cc(C(=O)Nc2ccc(S(=O)(=O)NC(C)(C)C)cc2)cc([N+](=O)[O-])c1	1%	-5%	i	-23%	-23%	?	-7%	-49%	1%
CC(=O)N1CCCc2cc(S(=O)(=O)N3CCCC(C(=O)NCc4ccc(C)cc4)C3)ccc21 (stereo not given)	-1%	-2%	i	8%&11%	-29%&-24%	?	-5%&3%	?	?
CCC1=NN2C(=N)/C(=C/c3ccc(OS(=O)(=O)c4ccccc4)cc3)C(=O)N=C2S1	-6%	-3%	i	3%	-14%	?	18%	37%[activator]	-7%
COc1ccc(NC(=O)CCn2c(-c3ccc(F)cc3)cc(C(C)=O)c2C)c(OC)c1	.	.	.	2%	i	16%	-11%	5%	-20%
Cc1ccc2c(CSc3nnc4ccccn34)cc(=O)oc2c1C	0%	-5%	i	2%	i	.	0%	19%	-11%
Cc1cccc(COc2ccc(/C=C3/C(=O)N(C)C(=S)N3C)cc2)c1	2%	12%	i	1%	i	-27%	6%	4%	10%
NC(=O)COC(=O)c1cc(S(=O)(=O)N2CCN(c3ccccc3)CC2)ccc1Cl	-3%	-4%	i	1%	-11%	6%	13%	12%	2%
COc1ccc(OC(C)C(=O)NC2CC(C)(C)NC(C)(C)C2)cc1 (stereo not given)	0%	2%	i	17%	i	-14%	15%	8%	1%
COc1ccc2c(c1)c(=O)oc1c(C)c(OCc3ccc(C(=O)O)cc3)ccc12	-1%	3%	i	-15%	-50%[inhibitor]	-10%	-6%	6%	-6%
Nc1nc(=S)c2ncn(C3OC(CO)C(O)C3O)c2[nH]1 (stereo not given)	-5%	-1%	i	11%	i	39%	-8%	94%[activator]	2%
COC(=O)c1ccc(NC(=O)CSc2nnc3c4ccccc4n(C(C)C)c3n2)cc1	.	-11%	.	?	-9%	-1%	-27%	1%	-8%

Compound activity deposited in PubChem by National Center for Advancing Translational Sciences (NCATS).
